Screens deposited in PubChem by several laboratories.
CHRM4 antagonist: CHRM4 antagonism in calcium assay; CHO-hM4 cells, ACh EC80, Fluo-8 calcium fluorescence; P08173; inhibition, % at 3 µM; 360,000 tested, 0.73% active;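 active means inhibition above its plate's cutoff, the mean inhibition of sample wells plus 3 SD, cut at about 27% in these data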;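 further: 0% = acetylcholine EC80 with DMSO and 100% = DMSO without agonist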
Target sequence (P08173 whole entry, looked up): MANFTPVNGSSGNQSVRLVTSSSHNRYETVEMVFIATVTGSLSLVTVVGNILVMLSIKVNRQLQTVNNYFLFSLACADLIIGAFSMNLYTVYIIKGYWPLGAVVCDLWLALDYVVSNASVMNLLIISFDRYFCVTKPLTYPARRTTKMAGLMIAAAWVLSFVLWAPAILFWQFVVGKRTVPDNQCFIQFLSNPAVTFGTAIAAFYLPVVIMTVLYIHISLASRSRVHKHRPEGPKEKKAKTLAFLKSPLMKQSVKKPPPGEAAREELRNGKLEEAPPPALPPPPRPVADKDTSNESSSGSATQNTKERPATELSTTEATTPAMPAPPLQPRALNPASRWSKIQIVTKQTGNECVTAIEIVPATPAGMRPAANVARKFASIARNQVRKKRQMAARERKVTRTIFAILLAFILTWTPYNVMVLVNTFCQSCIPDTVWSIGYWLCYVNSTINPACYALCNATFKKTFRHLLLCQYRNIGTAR
CHRM5 PAM: positive allosteric modulators of human muscarinic M5 receptor; P08912; CHO-K1 hM5, Fluo-8 calcium, ACh EC20 PAM; 0% = ACh EC20, 100% = ACh EC100; activation, % at 3 µM; 360,000 tested, 0.3% active; AID 624038;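 active means activation above the run cutoff, the mean activation of all test compounds plus 3 SD, cut at about 18% in these data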
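Probe or stimulus: acetylcholine, EC20 level; Assay system: human M5 receptor in CHO-K1 cells; Schedule: compound preincubation 140 s before EC20 acetylcholine addition; Technique: intracellular calcium via Fluo-8 fluorescence; Dosing: single-point, 3 µM nominal; Read-out basis: percent activation from peak-over-basal fluorescence ratio, scaled EC20-to-EC100 acetylcholine; Repeats: one well per compound, no replicates.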
CHRM5 antagonist: blocks acetylcholine activation of human M5 receptor. inhibition, % at 3 µM. CHO-hM5 cells, Fluo-8 calcium fluorescence, ACh EC80. 360,000 tested, 0.59% active. AID 624040. P08912;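 active means inhibition above a per-plate cutoff, the mean of that plate's test compounds plus 3 SD, cut at about 27% in these data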;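 further: 0% = acetylcholine EC80 with DMSO and 100% = DMSO without agonist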
M4 ag: CHRM4 agonism in calcium assay | CHO-K1 hM4/Gqi5, Fluo-8 calcium fluorescence; vehicle 0%, full acetylcholine response 100% | activation, % at 3 µM | P08173 | 360,000 tested, 0.14% active;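 active means activation above the run mean over all test wells plus 3 SD, cut at about 32% in these data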;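 further: peak over basal fluorescence ratio per well then scaled between controls; 0% = DMSO wells and 100% = acetylcholine at EC100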
M1 PAM: positive allosteric modulators of human M1 muscarinic receptor; P11229; CHO-K1 hM1, Fluo-8 calcium fluorescence, ACh EC20; 0% = ACh EC20, 100% = maximal ACh; activation, % at 3 µM; 360,000 tested, 0.088% active; AID 588819; in the data active means activation above about 19%, passing the limit was not always enough
Target sequence (P11229 whole entry, looked up): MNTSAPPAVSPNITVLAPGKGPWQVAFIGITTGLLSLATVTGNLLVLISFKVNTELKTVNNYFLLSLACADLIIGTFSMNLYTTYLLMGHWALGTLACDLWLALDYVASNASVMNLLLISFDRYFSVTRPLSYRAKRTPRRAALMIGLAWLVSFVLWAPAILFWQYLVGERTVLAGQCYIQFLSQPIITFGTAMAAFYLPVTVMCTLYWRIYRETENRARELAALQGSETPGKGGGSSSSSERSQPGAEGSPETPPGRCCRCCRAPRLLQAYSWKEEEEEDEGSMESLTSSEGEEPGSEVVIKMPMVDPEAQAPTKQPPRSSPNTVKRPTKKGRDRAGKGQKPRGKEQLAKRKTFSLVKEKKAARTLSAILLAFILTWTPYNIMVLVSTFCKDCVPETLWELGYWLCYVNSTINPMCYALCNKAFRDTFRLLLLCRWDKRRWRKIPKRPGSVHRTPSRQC
M4 PAM: positive allosteric modulators of human muscarinic M4 receptor; P08173; CHO-K1 hM4/Gqi5, Fluo-8 calcium fluorescence, ACh EC20; 0% = ACh EC20, 100% = maximal ACh; activation, % at 3 µM; 360,000 tested, 0.4% active; AID 624126;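 active means activation above its plate's cutoff, the mean activation of sample wells plus 3 SD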; further: some results filed as inactive read as strong as hits
CHRM5 agonist: agonists of human muscarinic M5 receptor (CHRM5) | activation, % at 3 µM | 360,000 tested, 0.19% active | CHO-K1 hM5 cells, Fluo-8 calcium fluorescence; 0% DMSO wells, 100% maximal acetylcholine response | P08912 | AID 624037;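 active means activation above the run's mean over test compounds plus 3 SD, cut at about 23% in these data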;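 further: signal is peak over basal fluorescence ratio across the kinetic read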
CRFBP-R2 block: antagonists of CRF-binding protein/CRF-R2 receptor complex. HEK293 CRF-R2/CRF-BP, CRF-induced calcium fluorescence. inhibition, % at 11.8 µM. 350,000 tested, 0.59% active;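 active means inhibition of the ligand-induced calcium signal above about 50% at the single tested concentration, limit read from the data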
CRFBP-R2 agonist: CRF-BP/CRF-R2 complex agonism. HEK293 CRF-R2/CRF-BP, calcium dye fluorescence (FLIPR); percent of saturating CRF peptide response. 350,000 tested, 0.46% active. activation, % at 13.2 µM;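 active means activation of at least 50%, plus an integration ratio under a set limit after plate pattern correction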;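 further: plate controls were neutral control wells without compound for no effect and CRF at EC100 for full effect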
Active calls of the source: *; nt = not tested or not shown. Random draw from the library; 2.6% or so of the library scored in one or more.

SMILES	CHRM4 antagonist	CHRM5 PAM	CHRM5 antagonist	M4 ag	M1 PAM	M4 PAM	CHRM5 agonist	CRFBP-R2 block	CRFBP-R2 agonist
O=C(c1ccc2snnc2c1)N1CCOCC1	4	6	-4	0	6	-1	-1	5	-1.7
O=C(NCc1csc(-c2cccs2)n1)Nc1cccc(Cl)c1	0	-7	6	3	0	-16	1	4	-0.2
CCOC(=O)C1CCCN(C(=O)c2cc(C)n(C(C)(C)C)n2)CC1 (stereo not given)	-27	-2	7	2	6	10	0	nt	nt
CC(=O)c1cccc(NC(=O)COC(=O)C2=COCCO2)c1	14	-3	14	0	2	-6	-4	3	1.6
COc1ccc(NC(=O)NCCCCc2ccccc2)cc1	0	1	-3	2	1	3	-2	5	-0.7
C[C@H](NC(=O)c1nc[nH]c1C(=O)N1CCN(C(=O)OC(C)(C)C)CC1)C(=O)OC(C)(C)C	-2	4	2	3	6	17	3	-3	-1.2
CN(C)c1ccc(C=C2C=CC=C2)cc1	-5	-4	15	2	9	6	5	-12	0.3
Nc1nnc(SCC(=O)Nc2ccc(S(=O)(=O)N3CCOCC3)cc2)s1	6	-4	2	1	1	-10	-2	14	-3.1
Cc1ccc([N+](=O)[O-])c(OCCN2C(=O)NC(C)(C)C2=O)c1	8	-1	7	1	8	-4	4	-11	0.1
Cn1c(N)c(C(=O)COC(=O)CCC2CCCCC2)c(=O)n(C)c1=O	-3	-2	-3	10	-9	-8	-6	-11	-2.3
COc1ccc(-c2nc3n(c2C)CCC3)cc1	-7	3	2	0	7	5	2	1	-1.1
NS(=O)(=O)c1ccc(NC(=O)CSc2cn[nH]n2)cc1	-16	-4	-1	0	10	4	-4	4	2.1
Cc1ccc(S(=O)(=O)Oc2ccc(/C=C(/NC(=O)c3ccccc3)C(=O)Nc3ccccc3)cc2)cc1	28*	-6	6	3	-1	-10	2	-6	0.8
C[C@H](CO)N1C[C@H](C)[C@@H](CN(C)S(=O)(=O)c2cccs2)Oc2ccc(NS(=O)(=O)c3ccc(F)cc3)cc2C1=O	0	1	5	1	11	3	-1	-2	0.3
CCOC(=O)c1cc2c(=O)n3ccccc3nc2n(Cc2ccco2)c1=NC(=O)c1ccc(OC)cc1OC	-5	3	6	0	4	8	8	3	8.3
O=C(Nc1ccccn1)c1ccc([N+](=O)[O-])o1	3	4	-3	2	14	2	0	31	12
C=CCn1c(-c2ccccc2)nc(=S)c2c1CCCC2	8	0	2	0	-11	-11	-17	8	-1.0
CCc1ccc(C(=O)COC(=O)C(CCSC)NC(=O)C23CC4CC(CC(C4)C2)C3)cc1 (stereo not given)	3	-1	2	0	11	-4	-2	9	8.8
O=C(O)c1cc2c(o1)CCC/C2=N\O	-5	-1	6	2	3	0	2	-18	2.2
Cc1ccccc1-c1csc(C(O)c2cccnc2)n1 (stereo not given)	-9	-1	8	2	4	0	4	nt	nt
CC(CCN1CCN(c2ccc(F)cc2)CC1)c1ccccc1 (stereo not given)	-5	-4	10	-2	-15	-10	-24	-5	0.3
Cc1ccc2c(c1)N(C(=O)CCC(=O)NCCCN1CC(C)CC(C)C1)CCO2 (stereo not given)	4	-17	15	11	-12	-8	1	48	-2.3
CCOc1ccccc1OCCCC(=O)N(C)CC(=O)Nc1cc(C)ccc1C	-9	-6	-2	3	0	-10	-5	-13	-1.6
CC1CCCC(C)N1S(=O)(=O)c1ccc(NC(=O)CCN2C(=O)C3CC=CCC3C2=O)cc1 (stereo not given)	-1	-1	1	6	-6	-7	4	1	0.3
COc1ccccc1NC(=O)c1c(NC(=O)c2ccco2)sc2c1CCC2	-2	3	-1	2	-1	7	1	-20	5.8

Remaining list, next part.
SMILES	CHRM4 antagonist	CHRM5 PAM	CHRM5 antagonist	M4 ag	M1 PAM	M4 PAM	CHRM5 agonist	CRFBP-R2 block	CRFBP-R2 agonist
Cc1ccc(C2(C)NC(=O)N(CC(=O)N3CCN(S(=O)(=O)c4cccs4)CC3)C2=O)cc1 (stereo not given)	4	3	5	2	-4	5	4	-3	-0.9
Cc1cc(C(=O)Nc2ccccc2C(=O)O)ccc1NC(=O)COc1ccccc1Cl	-1	2	0	-1	16	14	-2	28	-2.4
COc1ccc(NC(=O)c2cccc(N3C(=O)C4C5C=CC(C6CC56)C4C3=O)c2)cc1 (stereo not given)	-3	-23	11	22	-15	-11	7	-22	-0.7
COCCCN1C(=O)c2ccc(C(=O)Nc3ccc(OC)cc3OC)cc2C1=O	-1	2	-7	1	4	1	-4	3	-0.6
OC(c1ccc(Cl)cc1)c1nccc2ccccc12 (stereo not given)	18	-1	5	0	4	-6	-4	1	-1.5
CS(=O)(=O)Nc1ccc(C(=O)CC(=O)Nc2ccc([N+](=O)[O-])cc2)cc1	6	-7	-11	2	17	-8	4	5	-1.4
Cn1c(=O)[nH]c(=O)c2c1nc(NCc1ccccc1)n2CC(O)c1ccccc1 (stereo not given)	-16	-5	-3	1	4	0	-4	-5	-1.9
COc1ccc(-c2cc(C(=O)Nc3cc(S(N)(=O)=O)ccc3C)c3ccccc3n2)cc1OC	-1	-11	16	4	11	-3	-2	-4	-0.7
Cc1nc([N+](=O)[O-])cn1Cc1cccc([N+](=O)[O-])c1	5	-2	-9	0	-3	-2	-2	-1	0.7
Cc1cc(NC(=O)CSCC(=O)Nc2ccc(C)c(C)c2)no1	-2	3	7	0	16	14	0	-1	-0.9
Cc1cc(=O)[nH]c(SCc2cccc3ccccc23)n1	8	7	-1	-1	11	5	1	-15	0.6
O=C(Nc1ccccc1C(=O)N1CCOCC1)c1ccncc1	-6	1	-16	1	16	22	0	102*	-5.5
CC(C)(C)CC(=O)Nc1nnc(C(F)(F)F)s1	7	2	-2	2	5	8	-3	-32	5.2
C/C(=N\NC(=O)CN1CCN(S(=O)(=O)c2ccc(C)cc2)CC1)c1cccnc1	-5	-2	-4	2	9	0	-2	8	-2.3
COc1cc(N(C)C)ccc1C=c1c2ccccc2n2c1cc(-c1ccccc1)[n+]2C	3	-7	9	3	-6	-1	-5	28	-1.5
Cc1nnc(SCc2ccc(C(=O)c3ccc(Cl)cc3)o2)n1-c1ccccc1	1	-24	9	4	-31	-8	-6	5	-0.3
CCOc1[nH]n(-c2ccccc2)c(=O)c1C=Nc1ccc(OC)cc1	2	0	-1	0	-2	-5	-3	4	0.2
COc1ccc(C(=O)NCC(=O)OCCCOC(=O)CNC(=O)c2ccc(OC)c(OC)c2)cc1OC	-11	-4	12	2	6	9	-3	-12	-6.8
CC1=CC(C)(C)N2C(=O)C3(SCC(=O)N3c3ccc(F)cc3)c3cc(C)cc1c32 (stereo not given)	-14	6	-5	8	1	8	10	-72	39
C[C@H]1CN([C@@H](C)CO)C(=O)Cc2cc(NC(=O)Cc3ccccc3)ccc2O[C@H]1CN(C)C(=O)Nc1cccc2ccccc12	10	-5	3	2	10	-12	1	21	-1.4
COc1cc(CN2CCCC(C(=O)c3ccc4c5c(cccc35)CC4)C2)cc(OC)c1O (stereo not given)	-5	6	4	3	10	-3	-1	-17	-1.9
Cc1ccc(S(=O)(=O)c2nnn3c2nc(N2CCN(c4ccccn4)CC2)c2ccccc23)cc1C	-4	-2	-8	0	4	4	-3	16	1.5
Cc1cccc(N2CC(C(=O)Nc3nnc(SCCN4CCOCC4)s3)CC2=O)c1 (stereo not given)	5	-5	-6	2	4	-3	-1	-13	1.3
COc1ccc(Cn2nnnc2C(c2ccccc2Cl)N2CCC(C(N)=O)CC2)cc1 (stereo not given)	-4	4	1	1	6	7	-12	-7	-1.9
Cn1nc(C(=O)NNC(=O)Cc2ccc(S(=O)(=O)N3CCOCC3)s2)c2ccccc2c1=O	-7	9	-3	2	11	5	0	13	0.1

Next entries:
SMILES	CHRM4 antagonist	CHRM5 PAM	CHRM5 antagonist	M4 ag	M1 PAM	M4 PAM	CHRM5 agonist	CRFBP-R2 block	CRFBP-R2 agonist
Cn1c(=O)c2c(nc(OCc3cccnc3)n2Cc2ccccc2)n(C)c1=O	4	-10	7	1	8	-5	-6	-41	-1.3
O=C(NNc1cccc(Cl)n1)Nc1ccc(Cl)cc1	5	-3	-1	1	3	7	2	3	-1.1
CN(c1ccc(C(=O)Nc2ccc3c(c2)n(C)c(=O)n3C)cc1)S(C)(=O)=O	-7	-5	6	2	6	0	-3	-13	1.4
O=C(NCc1ccco1)c1ccc(S(=O)(=O)N2CCCCCC2)cc1	-5	-2	5	2	0	4	18	-4	-0.3
O=C(Nc1ccc2c(c1)OCO2)c1noc2c1CCCCC2	-7	-16	5	-1	-10	3	-11	-2	-0.7
O=c1[nH]ncc(N/N=C\c2ccncc2)c1Cl	-3	4	5	0	12	5	1	7	-1.4
COc1ccc(Cn2c(/C=C/c3ccccc3)nc3ccccc32)cc1	-1	-9	12	-2	-11	-4	-4	20	4.7
C[C@@H]1CN([C@H](C)CO)C(=O)c2cc(NC(=O)c3ccncc3)ccc2O[C@@H]1CN(C)C(=O)Nc1ccccc1	-3	-1	5	1	8	7	3	9	-0.2
